HIV peptide binding: inhibitors of HIV fusion peptide binding, primary screen, biochemical, uHTS, fluorescence dequenching (AID 1986); cell-free peptide binding, fluorescence dequenching, 30 min; higher % means a stronger effect; inhibition, % at 20 µM; hits with a dose series show IC50 in µM; 0.3% of 290,000 active; in the data active = inhibition mostly above about 52%, no sharp cut-off; inactive = mostly below about 76%; also: some results filed as inactive read as strong as hits
GPR55 antagonists: GPR55 antagonists blocking LPI-driven arrestin recruitment, primary screen, imaging, U2OS, beta-arrestin-GFP, LPI agonist (AID 2013). U2OS GPR55 beta-arrestin-GFP translocation imaging, LPI antagonism; higher % means a stronger effect. 0.13% of 290,000 active. inhibition, % at 10 µM, or IC50 in µM where a hit was titrated. G-protein coupled receptor 55 (Homo sapiens);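 active = spots per cell inhibited over 60%, with over 100 cells counted and total cytoplasm intensity under 500,000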;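 also: U2OS cells stably carrying GPR55 and arrestin-GFP stimulated by 5 µM LPI near EC80; imaged beta-arrestin-GFP aggregate spots per cell after agonist stimulation; plate controls were LPI-stimulated DMSO wells for no effect and DMSO wells without LPI for full effect; some results filed as inactive read as strong as hits; confirmed hits need IC50 under 10 µM and bright autofluorescent wells are also inconclusive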
KOR beta-arrestin-1: KOR antagonists, beta-arrestin recruitment, cell-based, luminescence, uHTS (AID 1778) | Kappa-type opioid receptor (Homo sapiens) | KOR beta-arrestin recruitment, luminescence, antagonist mode; higher % means a stronger effect | one-dose inhibition, % at 10 µM; IC50 in µM for titrated hits | 0.091% of 290,000 active; in the data active = inhibition above about 50%; also: strong numbers were not always called active
GPR35 antagonists: GPR35 antagonists blocking zaprinast-driven arrestin recruitment, primary screen, imaging, U2OS, beta-arrestin-GFP, zaprinast agonist (AID 2058). U2OS GPR35 beta-arrestin-GFP translocation imaging, zaprinast antagonism; higher % means a stronger effect. one-dose inhibition, % at 10 µM; IC50 in µM for titrated hits. 0.052% of 290,000 active;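 active = inhibition of at least 50% with at least 30 cells and total cytoplasm GFP at most 10,000,000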
NOD1 inhibition: NOD1 signaling inhibitors, primary screen, cell-based, luminescence, uHTS (AID 1578). inhibition, % at 4 µM; hits with a dose series show EC50 in µM. NOD1-driven NF-kB luciferase reporter cells, luminescence; higher % means a stronger effect. 1% of 290,000 active; in the data active = inhibition mostly above about 36%, no sharp cut-off; inactive = mostly below about 34%;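 also: HEK-293T reporter cells stimulated with the NOD1 agonist gamma-tri-DAP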
West Nile virus CPE: West Nile virus antiviral activity, cell-based, CPE readout (AID 1621) | 0.02% of 290,000 active | one-dose CPE inhibition, % at 10 µM; IC50 in µM for titrated hits | West Nile virus-infected cells, CPE inhibition; higher % means a stronger effect; in the data active = a potency from the dose series; also: strong numbers were not always called active
GPR55 activation: GPR55 agonists via beta-arrestin recruitment, primary screen, imaging, U2OS cells, beta-arrestin-GFP redistribution (AID 1961); G-protein coupled receptor 55 (Homo sapiens); U2OS GPR55 beta-arrestin-GFP redistribution imaging; higher % means a stronger effect; activation, % at 10 µM, or EC50 in µM where a hit was titrated; 0.048% of 290,000 active;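 active = activation above 40% with more than 50 cells counted in the well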;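 also: U2OS osteosarcoma cells stably expressing GPR55 and beta-arrestin-GFP; plate controls were DMSO negative control for no effect and LPI positive control for full effect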
KOR beta-arrestin-2: KOR agonists, beta-arrestin recruitment, primary screen, cell-based, luminescence, uHTS (AID 1777); KOR beta-arrestin recruitment, luminescence; higher % means a stronger effect; activation, % at 10 µM; hits with a dose series show EC50 in µM; 0.02% of 280,000 active; in the data active = activation above about 50%, passing the limit was not always enough; also: a part of the inactive calls stands beside numbers as strong as those of hits
NS5 inhibitors: Dengue-2 NS5 methyltransferase inhibitors, primary screen, biochemical, confirmation dose response (AID 588689) | Dengue-2 NS5 methyltransferase capping enzyme assay, biochemical; higher % means a stronger effect | inhibition, % at 25 µM, or IC50 in µM where a hit was titrated | 0.3% of 340,000 active; in the data active = a potency from the dose series
NS5 inhibitors pilot replicate: recorded beside NS5 inhibitors, whose call it bears; inhibition, %; measured here: pilot screen replicate inhibition
* = called active by the depositor; nt = not tested or not shown; [ ] = dose if it differs, or a comment. A portion of the library; count on the stated rates, not on these rows.

SMILES | HIV peptide binding | GPR55 antagonists | KOR beta-arrestin-1 | GPR35 antagonists | NOD1 inhibition | West Nile virus CPE | GPR55 activation | KOR beta-arrestin-2 | NS5 inhibitors | others
COc1ccc(OC)c(C(=O)CSc2nc3ncccc3[nH]2)c1 | -2.1% | 1% | -30% | 19% | 12% | -0.2% | -0.2% | -2.1% | -2%
Cc1ccc(-c2noc(CCC(=O)Nc3ccc4c(c3)OCO4)n2)cc1 | 1.3% | 0% | -35% | 15% | 8% | 0.1% | -0.3% | -2.9% | -6%
COc1ccccc1-n1c(SCC(=O)O)nnc1-c1ccc(S(=O)(=O)N2CCCCC2)cc1 | -1.6% | -4% | 2% | 20% | -2% | -0.1% | -0.2% | nt | -4%
Cn1c(=O)c2c(-c3ccccc3)n(Cc3cccnc3)cc2n(C)c1=O | -1.0% | -1% | 4% | 19% | -6% | 0.3% | -0.3% | -5.9% | -1%
COC(=O)C1C(C(=O)OC)C1(c1ccccc1)c1ccccc1 (stereo unspecified) | 3.1% | 6% | 18% | 10% | -6% | -0.3% | 0.4% | 5.6% | -4%
O=C(CP(=O)(c1ccccc1)c1ccccc1)Nc1nc2ccccc2s1 | 0.9% | -1% | -4% | -13% | 0% | 0.2% | 0.0% | 3.0% | -5%
CCCN(CCC)C(=O)c1c(NC(=O)CC)sc2c1CCCCC2 | -3.1% | 5% | 6% | 15% | 50%* | -1.1% | 0.0% | -1.0% | -7%
CCOc1ccccc1C1CC(=O)Nc2cc(OC)c(OC)cc21 (stereo unspecified) | 1.1% | -1% | -21% | 4% | 27% | -0.7% | 0.3% | -3.5% | 1% | NS5 inhibitors pilot replicate=-5.8
Cc1c2c(nc3ccccc13)CCC(C(C)(C)C)C2 (stereo unspecified) | -0.5% | 26% | -28% | -4% | -4% | -0.9% | 0.2% | 6.7% | -2%
Cc1nc(N2CCN(Cc3ccccc3)CC2)nc2c1C(=O)CC(c1ccco1)C2 (stereo unspecified) | 5.0% | 7% | -52% | -7% | -6% | -0.4% | -0.1% | 4.7% | -5% | NS5 inhibitors pilot replicate=-3.5
COc1ccc2nc(SCC(=O)NCc3ccc(S(N)(=O)=O)cc3)[nH]c2c1 | 0.4% | 10% | 10% | 8% | -3% | 0.1% | -0.1% | -7.3% | 5%
O=C(Nc1ccccc1N1CCOCC1)c1cccc(F)c1 | 1.4% | 0% | -2% | -10% | -30% | nt | -0.3% | 0.9% | 0%
COc1ccc(-c2nc3ccccn3c2/N=C/c2ccc(OC)c(OC)c2)cc1O | -1.3% | -16% | 16% | 4% | 4% | 0.3% | -0.3% | -0.2% | 1%
CCOc1nc(-c2ccc(C)cc2)ccc1-c1noc(-c2cccnc2)n1 | -1.5% | 3% | 14% | 1% | -30% | -0.5% | 0.0% | -2.5% | nt
Oc1ccccc1-c1nc(NCc2ccccc2)c2ccccc2n1 | 33% | 4% | -21% | -4% | 2% | 0.6% | 0.0% | 0.1% | -1%
COC(=O)c1sccc1-c1ccc(C(=O)Nc2cccnc2)o1 | 0.7% | -14% | -20% | 0% | 21% | -0.7% | -0.1% | -1.0% | -1% | NS5 inhibitors pilot replicate=-1.2
Cc1cc(C(=O)COC(=O)C(C)NC(N)=O)c(C)n1Cc1ccco1 (stereo unspecified) | 1.0% | 12% | 15% | -8% | -21% | 0.0% | 0.5% | -5.6% | -10%
CN(C)/C=C(\C#N)C(=O)N/N=C/c1ccc(F)cc1 | -0.3% | 1% | 0% | -2% | -31% | nt | 1.0% | -1.7% | -10%
CS(=O)(=O)c1ccccc1COC(=O)Nc1ccc(Cl)cc1 | 1.5% | 5% | 15% | -10% | 5% | -0.1% | -0.1% | -1.8% | -1%
CC(C)(C)NC(=O)CSc1nnc(SCC(=O)NC(C)(C)C)s1 | 0.6% | 6% | -21% | 2% | -2% | -0.5% | 0.2% | 3.5% | -7%
COc1ccc(C)cc1S(=O)(=O)N1CCN(Cc2ccccc2)CC1 | -3.2% | 7% | 22% | -4% | -2% | -0.9% | 0.2% | -7.1% | 2%
C/C(=N\Nc1cc(Cl)nc(C)n1)c1ccccc1 | -3.5% | 14% | -10% | 2% | 12% | 0.6% | 0.5% | 8.5% | 0%
O=C(CCN1C(=O)C2C3CCC(C3)C2C1=O)Nc1ccc(Br)cc1 (stereo unspecified) | 0.4% | 7% | -4% | 5% | -26% | 0.6% | -0.1% | -0.3% | -1%
Cc1nc(NS(=O)(=O)c2ccccc2)sc1NC(=O)Nc1ccccc1 | 1.9% | 14% | -22%[20 µM] | 6% | 17% | 0.1% | -0.1% | -1.3% | -52%
CCCC[n+]1ccn(-c2nc3ccccc3nc2[N-]S(=O)(=O)c2cccs2)c1 | -2.0% | -9% | 29% | 1% | 0% | 2.5% | -0.1% | 22% | 7%
COc1cccc2sc(/N=C/N(C)C)nc12 | 0.3% | -4% | 15% | -3% | 4% | -0.2% | -0.1% | 3.7% | 0%
CCc1ccc(OCCNC(=O)c2ccco2)cc1 | -0.2% | 4% | 4% | -7% | -42% | -0.8% | -0.1% | -2.5% | -1%
COCCCNC(=S)NNC(=O)c1cc(Cl)c(O)c(Cl)c1 | -2.7% | -11% | 5% | -18% | -12% | 0.5% | -0.1% | 4.0% | -2%
CCCCn1c(N)c(N(CCOC)C(=O)c2cc(-c3ccncc3)nc3ccccc23)c(=O)[nH]c1=O | -0.1% | 20% | 21% | -4% | -18% | -0.3% | -0.1% | 0.4% | 3%
CCOc1ccc(OCCC(=O)NNC(=O)c2nn(C)c(=O)c3ccccc23)cc1 | -0.5% | 2% | -26% | -8% | -7% | 0.9% | -0.1% | 5.1% | 3%
Cc1ccc(NC(=O)c2cccc(OCc3c(C)noc3C)c2)cc1 | 0.1% | 7% | -1% | -4% | -11% | -0.2% | -0.1% | -8.4% | -5%
CN(C)c1ccc(C(c2nnnn2C(C)(C)C)N2CCc3ccccc3C2)cc1 (stereo unspecified) | -4.9% | -6% | 16% | 7% | 14% | -0.3% | 0.2% | 14% | nt
O=C(Cn1c(CO)nc2ccccc21)NCCc1ccc(F)cc1 | -1.3% | 8% | nt | 3% | -9% | -0.2% | -0.4% | nt | -13%
O=C(Cc1cccc2ccccc12)Nc1ccc(-c2cc3ccccc3oc2=O)cc1 | 2.1% | 14% | 8% | -3% | -35% | 0.2% | 0.3% | -3.4% | -2%
CN(Cc1ccco1)C(=O)c1c[nH]c2ccc(S(=O)(=O)Nc3ccc4c(c3)OCCO4)cc2c1=O | 8.6% | -3% | -4% | 14% | 40% | 1.5% | 0.1% | 0.7% | 1%
COC(=O)C1(C)NC(c2cccs2)C2C(=O)N(c3ccc(F)cc3)C(=O)C21 (stereo unspecified) | 1.8% | 0% | 17% | 0% | 1% | 0.3% | 0.2% | 4.7% | -5%
CC1CC(C)(C)NC(C)c2ccccc21 (stereo unspecified) | 3.6% | 4% | 7% | 25% | -9% | -0.1% | -0.2% | 4.4% | 1%
COCC(C)OC(=O)C(C#N)c1nc2ccccc2nc1N1CCN(Cc2ccccc2)CC1 (stereo unspecified) | -0.2% | -2% | -3% | -6% | -3% | -0.1% | -0.2% | -3.0% | -13%
S=c1[nH]nc(-c2cnccn2)n1-c1ccccc1 | 0.7% | -3% | -6% | 7% | -14% | -0.1% | 0.0% | 1.1% | -10%
COc1ccc(-c2cc(C(F)(F)F)nc(N3CCN(C)CC3)n2)cc1OC | 1.0% | 20% | 10% | 14% | 38% | 0.3% | 1.0% | -2.5% | -4%
CCOC(=O)c1cnc2c(c(C)nn2CC)c1NC1CC1 | -0.3% | -4% | 18% | -9% | -36% | -0.7% | -0.1% | -1.3% | -6%
Cn1c(=O)[nH]c(=O)c2c1nc(N1CCCCCC1)n2CC(=O)c1ccccc1 | 5.0% | -1% | 11% | 3% | -51% | nt | -0.3% | 6.2% | nt
Cn1cnc(S(=O)(=O)NCc2cccs2)c1 | 0.9% | 4% | -27% | -3% | -14% | 0.0% | 1.0% | 0.6% | -5%
CCN1C(=O)/C(=C/c2cnn(C)c2C)SC1=S | -1.7% | 2% | -5% | -2% | 13% | 0.7% | -0.1% | -3.4% | nt
CCC(C)NC(=O)c1ccc(C2SCC(=O)N2Cc2ccccc2)cc1 (stereo unspecified) | -1.4% | -6% | -4%[20 µM] | 14% | -25% | 0.2% | 0.2% | nt | -8%
Cc1ccc(Oc2coc3cc(O)ccc3c2=O)cc1 | 1.2% | 8% | 2% | 5% | 3% | 0.0% | 0.0% | -1.8% | -2%
COc1ccccc1-n1c(N)c(C(=O)NCC2CCCO2)c2nc3ccccc3nc21 (stereo unspecified) | -1.0% | 2% | -31% | -13% | -21% | 0.4% | -0.3% | -1.1% | -6%
CCc1cccc(NC(=O)CSCc2cc(=O)[nH][nH]2)c1 | 6.3% | 2% | 2% | -6% | -4% | 0.2% | 0.5% | -3.4% | 2%
CC(=O)N1CCOc2ccc(S(=O)(=O)NCc3ccc(F)cc3)cc21 | -0.7% | 10% | -2% | 10% | -7% | 0.1% | -0.3% | -3.9% | 0%

Among those listed so far, these contain two or more sulfur atoms.
SMILES | HIV peptide binding | GPR55 antagonists | KOR beta-arrestin-1 | GPR35 antagonists | NOD1 inhibition | West Nile virus CPE | GPR55 activation | KOR beta-arrestin-2 | NS5 inhibitors | others
COc1ccccc1-n1c(SCC(=O)O)nnc1-c1ccc(S(=O)(=O)N2CCCCC2)cc1 | -1.6% | -4% | 2% | 20% | -2% | -0.1% | -0.2% | nt | -4%
COc1ccc2nc(SCC(=O)NCc3ccc(S(N)(=O)=O)cc3)[nH]c2c1 | 0.4% | 10% | 10% | 8% | -3% | 0.1% | -0.1% | -7.3% | 5%
CC(C)(C)NC(=O)CSc1nnc(SCC(=O)NC(C)(C)C)s1 | 0.6% | 6% | -21% | 2% | -2% | -0.5% | 0.2% | 3.5% | -7%
Cc1nc(NS(=O)(=O)c2ccccc2)sc1NC(=O)Nc1ccccc1 | 1.9% | 14% | -22%[20 µM] | 6% | 17% | 0.1% | -0.1% | -1.3% | -52%
CCCC[n+]1ccn(-c2nc3ccccc3nc2[N-]S(=O)(=O)c2cccs2)c1 | -2.0% | -9% | 29% | 1% | 0% | 2.5% | -0.1% | 22% | 7%
Cn1cnc(S(=O)(=O)NCc2cccs2)c1 | 0.9% | 4% | -27% | -3% | -14% | 0.0% | 1.0% | 0.6% | -5%
CCN1C(=O)/C(=C/c2cnn(C)c2C)SC1=S | -1.7% | 2% | -5% | -2% | 13% | 0.7% | -0.1% | -3.4% | nt
